RNase H inhibition = RNase H inhibition, HIV 1 Gag Pol polyprotein, FRET biochemical assay, screening (AID 372) | HIV-1 RT RNase H, FRET RNA/DNA substrate fluorescence; higher % means a stronger effect | inhibition, % at 10 µM, or IC50 in µM where a hit was titrated | actives 0.77% (n = 100,000); in the data active = inhibition above about 50%
The depositor's hits bear a star. An excerpt; the hit share may differ from the screen's.

Start of the data: the first three compounds, ahead of the listing:
SMILES	RNase H inhibition
O=C(Nc1ccccc1)Nc1ccc(NC(=O)Nc2ccccc2)cc1	19%
O=C(NCCCN1CCOCC1)c1ccc(Cl)cc1	8%
COc1cc(C=Nc2ccccc2C)ccc1O	6%

The listing, previewed entries included:
SMILES	RNase H inhibition
O=C(Nc1ccccc1)Nc1ccc(NC(=O)Nc2ccccc2)cc1	19%
O=C(NCCCN1CCOCC1)c1ccc(Cl)cc1	8%
COc1cc(C=Nc2ccccc2C)ccc1O	6%
Cc1ccc(C(C2=C(O)c3ccccc3C(=O)C2=O)c2ccccc2)cc1 (configuration not stated)	30%
COc1ccc(S(=O)(=O)Nc2ccc(Cl)cc2)cc1	0%
O=[N+]([O-])c1ccc(S(=O)(=O)Nc2ccc(F)cc2)cc1	5%
CC(C)(C)c1ccccc1OCCCN1CCCCC1	4%

Bioassay records from PubChem.
